A549 tox: Nrf2 qHTS screen for inhibitors: counterscreen for cytotoxicity; Potency, µM (series often up to 46 µM), for the others: at the highest dose activity change, negative = cytotoxicity, hits mostly inhibitors; AID 504648, 2011; 390,000 compounds, 0.16% hits; A549 ARE-Fluc cells, CellTiter-Fluor viability, 18-24 h; also: potency is read from the fitted curve at half-maximal effect; % is scaled to controls: 0 for no effect and ±100 for the full control effect
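Cytotoxicity counterscreen: CellTiter-Fluor fluorescence was measured in A549 ARE_Fluc cells after 18-24 h of compound exposure in a concentration series. The subsequent BugLite luminescent read reports ARE-luciferase activity.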
TGFb inhibitor: qHTS for Inhibitors of TGF-b; 410,000 compounds, 1.2% hits; HepG2 CAGA-GFP TGF-b/SMAD3 reporter, GFP fluorescence, 18 h; TGF-beta stimulated, 500 pg/mL final; AID 588855, 2011; Potency, µM (doses to about 46.1 µM), for inactives: at the highest dose activity, negative = inhibition, most hits filed as inhibitors; also: potency is read from the fitted curve at half-maximal effect; % is scaled to controls: 0 for no effect and ±100 for the full control effect; nearly all actives have a fitted effect of over 65% in size
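Inhibition was scored as loss of TGF-beta-induced (500 pg/mL final, 18 hours, 37 degrees C) GFP in HEPG2 cells carrying a CAGA-GFP reporter, in DMEM with 1% FBS. Well GFP was summed per cell; Activity was normalised to unstimulated and stimulated DMSO wells, then concentration-response fitting.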
EPAC2 antag: qHTS for Antagonist of cAMP-regulated guanine nucleotide exchange factor 2 (EPAC2): primary screen. Potency, µM (titrated, usually from 114 µM), inactives show at the top dose activity, negative = inhibition, hits mostly inhibitors. EPAC2 GEF exchange of Rap1B-BODIPY-GDP, fluorescence. Rap guanine nucleotide exchange factor 4 (Homo sapiens), Q8WZA2. 360,000 compounds, 0.18% hits; also: potency is read from the fitted curve at half-maximal effect; % is scaled to controls: 0 for no effect and ±100 for the full control effect; nearly all actives have a fitted effect of over 45% in size; many of its hits are not listed in these tables
Target sequence (Q8WZA2 whole entry, looked up): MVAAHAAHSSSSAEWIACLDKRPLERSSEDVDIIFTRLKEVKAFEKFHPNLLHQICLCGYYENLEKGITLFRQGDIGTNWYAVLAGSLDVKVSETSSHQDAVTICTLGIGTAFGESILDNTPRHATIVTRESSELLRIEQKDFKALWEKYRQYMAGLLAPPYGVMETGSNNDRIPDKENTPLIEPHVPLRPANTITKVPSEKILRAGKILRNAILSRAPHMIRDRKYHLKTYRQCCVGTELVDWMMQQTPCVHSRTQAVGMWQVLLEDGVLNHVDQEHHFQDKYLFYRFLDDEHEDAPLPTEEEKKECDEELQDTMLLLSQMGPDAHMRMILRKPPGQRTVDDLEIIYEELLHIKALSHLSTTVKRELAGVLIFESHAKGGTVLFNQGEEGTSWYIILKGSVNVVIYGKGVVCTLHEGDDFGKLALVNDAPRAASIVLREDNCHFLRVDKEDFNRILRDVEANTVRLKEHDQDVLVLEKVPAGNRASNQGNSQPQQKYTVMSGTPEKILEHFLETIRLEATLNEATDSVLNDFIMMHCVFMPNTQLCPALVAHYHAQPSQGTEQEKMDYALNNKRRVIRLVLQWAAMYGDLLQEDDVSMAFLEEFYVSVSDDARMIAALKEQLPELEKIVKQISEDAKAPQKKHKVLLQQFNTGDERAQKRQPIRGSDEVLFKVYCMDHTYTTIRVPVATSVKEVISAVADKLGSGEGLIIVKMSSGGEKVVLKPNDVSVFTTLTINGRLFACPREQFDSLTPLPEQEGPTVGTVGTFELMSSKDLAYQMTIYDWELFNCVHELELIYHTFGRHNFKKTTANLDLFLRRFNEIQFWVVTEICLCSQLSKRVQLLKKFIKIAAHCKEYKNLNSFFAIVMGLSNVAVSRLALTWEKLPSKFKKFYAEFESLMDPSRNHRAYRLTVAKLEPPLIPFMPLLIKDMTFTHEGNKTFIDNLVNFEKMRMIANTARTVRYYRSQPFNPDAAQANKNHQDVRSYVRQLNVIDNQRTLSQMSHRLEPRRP
CCT chaperon mod: High-Throughput Screening for Modulators of Cytosolic Chaperonin Activity. purified chaperonin ATPase assay, HTRF ADP detection, 30 min. activity change, % (test concentration not listed), hits read low. 360,000 compounds, 0.3% hits. AID 651819, 2012; in the data active = activity change below about -30%; also: % is scaled to controls: 0 for no effect and ±100 for the full control effect
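Nucleotide hydrolysis assay: TRiC at 20–40 nM final (set by batch activity) with 10 uM ATP, 30 min at 37 °C, in presence of 76 uM compound. Detection by competitive ADP HTRF, 30 min ambient.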
Nrf2 activator: qHTS of Nrf2 Activators | AREc32 ARE-luciferase reporter (MCF7-derived line), luminescence, 24 h | Potency, µM (doses to about 46.1 µM), for inactives: at the highest dose activation, usual class: activators | 410,000 compounds, 0.31% hits; also: potency is read from the fitted curve at half-maximal effect; % of control where 0% means no effect; nearly all actives have a fitted effect of over 65% in size
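AREc32 cells carrying an ARE-driven firefly luciferase reporter were seeded at 1000 cells/well in OPTI-MEM with 5% FBS, then exposed to compound for 24 hr at 37 deg C. Luminescence was read with Steady-Glo after 30 min at RT.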
EPAC2 ag: qHTS for Agonist of cAMP-regulated guanine nucleotide exchange factor 4 (EPAC2): primary screen; Rap guanine nucleotide exchange factor 4 (Homo sapiens), Q8WZA2; EPAC2 activation, biochemical qHTS; response scale: 100% = 6.5 mM cAMP response; Potency, µM (series often up to 154 µM), inactives show at the highest dose activation, hits mostly activators; 360,000 compounds, 0.079% hits; AID 720711, 2013; also: potency is read from the fitted curve at half-maximal effect; nearly all actives have a fitted effect of over 50% in size
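Readout is BODIPY fluorescence (480 nm excitation, 540 nm emission), which falls as labeled GDP is exchanged off Rap1B. EPAC2 at 100 nM acted on 250 nM RAP1B-BODIPY-GDP with 50 uM GDP present.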
pAkt inh: HTS Assay for Inhibitors of Akt Phophorylation: Primary Screen; activity change, % for hits at 50 µM; 360,000 compounds, 0.32% hits; Neuro2A IGF-stimulated pAkt S473 HTRF, 20 min; stronger effect = lower value; in the data active = activity change below about -80%; inconclusive = mostly about -51% to -80%; also: % is scaled to controls: 0 for no effect and ±100 for the full control effect
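Neuro2A cells in DMEM with 0.5% FBS, overnight at 37 deg C, given compound at single 50 µM final, then IGF (6 nM final) for 20 min at 37 deg C. Lysed; phospho-Akt Ser473 by HTRF after 24 h, 665/615 ratio.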
Mm-Cpn inhibitor: Inhibitors of TCP-1 ring complex (TRiC) of Methanococcus maripaludis (MmCpn): qHTS | Potency, µM (doses to about 76.9 µM), without a hit: at the highest dose activity, negative = inhibition, usual class: inhibitors | purified Mm-Cpn ATPase, ADP Transcreener TR-FRET | 330,000 compounds, 0.031% hits | AID 504842, 2011; also: potency is read from the fitted curve at half-maximal effect; % is scaled to controls: 0 for no effect and ±100 for the full control effect; nearly all actives have a fitted effect of over 80% in size
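Measured: ADP formation by purified Mm-CPN. Conditions: 25 nM protein, 10 uM ATP, Tris pH 7.4 with Mg2+, K+ and DTT, 37°C for 30 min. Detection: Transcreener HTRF after 30 min at room temperature.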
Nrf2 inh: Nrf2 qHTS screen for inhibitors. A549 ARE-Fluc reporter, luciferase luminescence, 18-24 h. 360,000 compounds, 2.1% hits. Potency, µM (doses to about 46 µM), without a hit: at the top dose activity change, negative = inhibition, most hits filed as inhibitors; also: potency is read from the fitted curve at half-maximal effect; % is scaled to controls: 0 for no effect and ±100 for the full control effect; nearly all actives have a fitted effect of over 60% in size
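Nrf2 activity is the BugLite luminescence, read 15 min after reagent at room temperature, following CellTiter-Fluor cytotoxicity readout (30 min, 37C). Compound titrations were applied for 18-24 h to 5000 A549 ARE_Fluc cells/well in 5% FBS OPTI-MEM.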
Numbers without * were called inactive; ! = not confirmed by another sample. Unless noted, calls follow the shape of the dose curve; as a rule, active = well fitted curve in the direction sought with a large enough effect; inconclusive = small, poorly fitted or top-dose-only effect, or another doubt; inactive = no such curve, though single readings can be large; an effect the other way counts as inactive or inconclusive. Only part of the results is shown; the hit share may differ from the screen's.

Results for CCCCCCNC(=O)O[C@H]1CN(C(=O)OC(C)C)N(C(=O)OC(C)C)[C@@H]2CN(S(=O)(=O)c3ccc(C)cc3)C[C@]12O ?
TGFb inhibitor: inconclusive; EPAC2 antag: -9%; CCT chaperon mod: -3.1; Nrf2 activator: -4.1%; EPAC2 ag: 2%; pAkt inh: inactive

What do the screens show for `O=C(NCc1ccccc1)C12CN(Cc3ccccc3)CC1C(c1ccc([N+](=O)[O-])cc1)=NO2` (stereo not given)?
A549 tox: -3%; TGFb inhibitor: inconclusive; EPAC2 antag: -8%; CCT chaperon mod: 1.1; Nrf2 activator: 0.6%; EPAC2 ag: 10%; pAkt inh: inactive; Mm-Cpn inhibitor: -11%; Nrf2 inh: 2%

How did CCCCOCCCN1CC(=O)N2[C@@H](Cc3c([nH]c4ccccc34)C2(C)C)C1=O do in these assays?
A549 tox: 0%; TGFb inhibitor: inconclusive; EPAC2 antag: -1%; CCT chaperon mod: -7.3; Nrf2 activator: -0.4%; EPAC2 ag: 1%; pAkt inh: inactive; Mm-Cpn inhibitor: -4%; Nrf2 inh: 7%

How did Cc1c(C(=O)N2CCN(S(=O)(=O)c3cc(F)ccc3F)CC2)oc2ccccc12 do in these assays?
A549 tox: 12%; TGFb inhibitor: -9%; EPAC2 antag: -6%; CCT chaperon mod: 0.8; Nrf2 activator: 2.5%; EPAC2 ag: 8%; pAkt inh: inactive; Mm-Cpn inhibitor: -10%; Nrf2 inh: -15%

Results for CCc1ccc(S(=O)(=O)ON2C(=O)c3ccccc3C2=O)cc1 ?
A549 tox: -9%; TGFb inhibitor: inconclusive; EPAC2 antag: 4%; CCT chaperon mod: -0.6; Nrf2 activator: -0.3%; EPAC2 ag: -6%; pAkt inh: inactive; Mm-Cpn inhibitor: 1%; Nrf2 inh: 4%

How did Cc1nn(C(C)(C)C)c(NC(=O)c2ccccc2)c1C#N do in these assays?
A549 tox: -12%; TGFb inhibitor: -7%; EPAC2 antag: 0%; CCT chaperon mod: 0.2; Nrf2 activator: 0.7%; EPAC2 ag: 3%; pAkt inh: inactive; Mm-Cpn inhibitor: 1%; Nrf2 inh: -33%

What do the screens show for `CCC(CC)NC(=O)CC(c1ccccc1)c1ccccc1`?
A549 tox: 9%; TGFb inhibitor: 11%; EPAC2 antag: inconclusive; CCT chaperon mod: 0.4; Nrf2 activator: -0.1%; EPAC2 ag: 8%; pAkt inh: inactive; Mm-Cpn inhibitor: 0%; Nrf2 inh: 4%

How did COc1cccc(NC(=O)CN(Cc2ccccc2)S(=O)(=O)c2ccc3nc(C)sc3c2)c1 do in these assays?
A549 tox: -1%; TGFb inhibitor: inconclusive; Nrf2 activator: -1.0%; Nrf2 inh: inconclusive

What do the screens show for `CC(C)(C)[C@H]1CCC(=O)N([C@H](CSc2ccccc2)Cc2ccccc2)CC1`?
A549 tox: 2%; TGFb inhibitor: 11µM*!; EPAC2 antag: -8%; CCT chaperon mod: -2.0; Nrf2 activator: -1.3%; EPAC2 ag: -3%; pAkt inh: inactive; Mm-Cpn inhibitor: -1%; Nrf2 inh: -17%

Results for Cc1nn(C)c(C)c1CN(Cc1nc(-c2cc(F)ccc2F)oc1C)C1CC1 ?
A549 tox: -9%; TGFb inhibitor: -15%; EPAC2 antag: -9%; CCT chaperon mod: 1.8; Nrf2 activator: 4.7%; EPAC2 ag: -2%; pAkt inh: inactive; Mm-Cpn inhibitor: -9%; Nrf2 inh: inconclusive

How did Cc1ccccc1NC(=O)NC1(C(=O)N2CCC(O)CC2)CCCCC1 do in these assays?
A549 tox: 1%; TGFb inhibitor: -2%; EPAC2 antag: 4%; CCT chaperon mod: 0.1; Nrf2 activator: 2.4%; EPAC2 ag: -1%; pAkt inh: inactive; Mm-Cpn inhibitor: 1%; Nrf2 inh: 6%

What do the screens show for `Cc1ccc(S(=O)(=O)N(C)C)cc1NC(=S)Nc1cccc2ccccc12`?
A549 tox: 0%; TGFb inhibitor: -18%; EPAC2 antag: 7%; CCT chaperon mod: 0.3; Nrf2 activator: 1.0%; EPAC2 ag: 19%; pAkt inh: inactive; Mm-Cpn inhibitor: -8%; Nrf2 inh: -9%

Results for O=C(CCOc1ccccc1)Nc1ccnn1C1CCN(CCc2ccccc2)CC1 ?
A549 tox: 0%; TGFb inhibitor: -6%; EPAC2 antag: -7%; CCT chaperon mod: 0.5; Nrf2 activator: -0.2%; EPAC2 ag: 5%; pAkt inh: inactive; Mm-Cpn inhibitor: 0%; Nrf2 inh: -5%

What do the screens show for `CCN=c1scc(C)n1/N=C/c1ccsc1`?
A549 tox: -2%; TGFb inhibitor: 1%; EPAC2 antag: 4%; CCT chaperon mod: -3.4; Nrf2 activator: 7.1µM*; EPAC2 ag: 1%; pAkt inh: inactive; Mm-Cpn inhibitor: -3%; Nrf2 inh: inconclusive

How did COc1ccc(-c2nc3c(c(SCC(=O)N4CCCC4)n2)COC(C)(C)C3)cc1 do in these assays?
A549 tox: -10%; TGFb inhibitor: -2%; EPAC2 antag: -4%; CCT chaperon mod: -1.9; Nrf2 activator: 0.9%; EPAC2 ag: 11%; pAkt inh: inactive; Nrf2 inh: -5%

What do the screens show for `Cc1cc(C)c(NC(=O)CNC(=O)c2ccc3ncsc3c2)c(C)c1`?
A549 tox: 2%; TGFb inhibitor: -2%; EPAC2 antag: 6%; CCT chaperon mod: -1.5; Nrf2 activator: -0.9%; EPAC2 ag: 4%; pAkt inh: inactive; Mm-Cpn inhibitor: -10%; Nrf2 inh: 8%

How did CC(C)C[C@H](NC(=O)/C=C/[C@H]1O[C@@H](n2ccc(=O)[nH]c2=O)[C@H](O)[C@@H]1O)C(=O)O do in these assays?
TGFb inhibitor: 3%; EPAC2 antag: 9%; CCT chaperon mod: 0.9; Nrf2 activator: -0.5%; EPAC2 ag: 6%; pAkt inh: inactive

What do the screens show for `CC(C)n1nnnc1C1c2ccccc2C(=O)N1Cc1ccco1` (stereo not given)?
EPAC2 antag: 4%; CCT chaperon mod: -0.2; Nrf2 activator: -0.5%; EPAC2 ag: 0%; pAkt inh: inactive

Results for CCN(C(=O)COC(=O)c1cc(-c2ccccc2)nc2c1c(C)nn2-c1ccc(C)cc1)C1CCS(=O)(=O)C1 (stereo not given) ?
A549 tox: 1%; TGFb inhibitor: -13%; EPAC2 antag: 3%; CCT chaperon mod: 0.5; Nrf2 activator: -0.2%; EPAC2 ag: 1%; pAkt inh: inactive; Mm-Cpn inhibitor: 1%; Nrf2 inh: 19%

How did CCCCN(C(=O)c1ccc(C)o1)c1c(N)n(CC(C)C)c(=O)[nH]c1=O do in these assays?
A549 tox: 2%; TGFb inhibitor: 2%; EPAC2 antag: -5%; CCT chaperon mod: -0.4; Nrf2 activator: -1.5%; EPAC2 ag: 3%; pAkt inh: inactive; Mm-Cpn inhibitor: -2%; Nrf2 inh: 4%

Of the compounds above, two have a tert-butyl group.
How did Cc1nn(C(C)(C)C)c(NC(=O)c2ccccc2)c1C#N do in these assays?
A549 tox: -12%; TGFb inhibitor: -7%; EPAC2 antag: 0%; CCT chaperon mod: 0.2; Nrf2 activator: 0.7%; EPAC2 ag: 3%; pAkt inh: inactive; Mm-Cpn inhibitor: 1%; Nrf2 inh: -33%

What do the screens show for `CC(C)(C)[C@H]1CCC(=O)N([C@H](CSc2ccccc2)Cc2ccccc2)CC1`?
A549 tox: 2%; TGFb inhibitor: 11µM*!; EPAC2 antag: -8%; CCT chaperon mod: -2.0; Nrf2 activator: -1.3%; EPAC2 ag: -3%; pAkt inh: inactive; Mm-Cpn inhibitor: -1%; Nrf2 inh: -17%

Next section:
What do the screens show for `CCc1noc(C)c1C(=O)N1CCN(c2cccc(Cl)c2)CC1`?
TGFb inhibitor: -11%; EPAC2 antag: -14%; CCT chaperon mod: -0.5; Nrf2 activator: -0.6%; EPAC2 ag: 1%; pAkt inh: inactive

Results for CC(=O)c1cccc(NC(=O)Nc2sc3nc4n(c(=O)c3c2C)CCC(C)CC4)c1 (stereo not given) ?
A549 tox: 10%; TGFb inhibitor: 9%; Nrf2 activator: -1.0%; Nrf2 inh: -15%

How did N#C/C(=C/c1cn(CC(=O)O)c2ccccc12)c1ccc(F)cc1 do in these assays?
A549 tox: -13%; TGFb inhibitor: 1%; EPAC2 antag: -5%; CCT chaperon mod: -1.3; Nrf2 activator: -0.1%; EPAC2 ag: -11%; pAkt inh: inactive; Mm-Cpn inhibitor: -3%; Nrf2 inh: 2%

Results for CCOC(=O)[C@@H]1[C@H]2COc3cc(OC)ccc3[C@@H]2N2C(=O)N(c3cccc(Cl)c3)C(=O)[C@@]12C ?
A549 tox: -6%; TGFb inhibitor: 0%; EPAC2 antag: -5%; CCT chaperon mod: -2.0; Nrf2 activator: -0.6%; EPAC2 ag: 10%; pAkt inh: inactive; Mm-Cpn inhibitor: 2%; Nrf2 inh: 9%

How did COc1cc(/C=N/NC(=O)c2cn(-c3cccc(C)n3)cn2)ccc1O do in these assays?
A549 tox: 2%; TGFb inhibitor: -3%; EPAC2 antag: -3%; CCT chaperon mod: 0.5; Nrf2 activator: -0.1%; EPAC2 ag: 3%; pAkt inh: inactive; Mm-Cpn inhibitor: 2%; Nrf2 inh: -12%
